TbPYK inhibitor = inhibitors of Trypanosoma brucei pyruvate kinase; Q57TT1; TbPYK enzyme, Kinase-Glo Plus ATP luminescence, 45 min; Potency, µM (doses to about 76.8 µM), for inactives: at the highest dose activity, negative = inhibition, actives largely listed as inhibitors; 410,000 tested, 0.12% active; AID 624173; further: nearly all actives have a fitted effect of over 50% in size
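T. brucei PYK with substrate was exposed to pin-transferred compounds across a concentration series, then started with 130 uM ADP (final). After 45 min at room temperature, Kinase-Glo Plus luminescence was read, normalized and curve-fitted.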
HCV inh = inhibitors of hepatitis C virus infection | 340,000 tested, 3.4% active | Huh7.5.1 HCVcc-Cre infection, luciferase reporter, 44 h | Potency, µM (top dose mostly 41.8 µM), for inactives: top-dose activity change, negative = inhibition, most hits filed as inhibitors
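Luciferase read-out (15 sec integration) after a 15 min room-temperature substrate step quantifies HCVcc-Cre infection. Cells, 1,000 per well, had compound added 4 h post-plating, then virus at ~0.5 moi, and were cultured 44 h.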
Sm TGR block = blocks Schistosoma mansoni thioredoxin glutathione reductase. Q962Y6. purified TGR, DTNB reduction, TNB absorbance 405 nm. Potency, µM (highest dose often 114 µM), for inactives: at the top dose activity change, negative = inhibition, most hits filed as inhibitors. 360,000 tested, 3% active; further: nearly all actives have a fitted effect of over 60% in size
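Kinetic colorimetric format: TGR-catalysed, NADPH-driven DTNB reduction monitored via TNB absorbance. Enzyme dispensed at 20 nM; compound exposure 15 min at room temperature before reaction start.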
LmPK inh = LmPK (Leishmania mexicana) enzyme inhibition | Q27686 | purified LmPK, Kinase-Glo ATP luminescence, 1 h | Potency, µM (top dose mostly 57.5 µM), inactives show at the top dose activity change, negative = inhibition, usual class: inhibitors | 290,000 tested, 0.37% active | AID 1721
Target sequence (Q27686 whole entry, looked up): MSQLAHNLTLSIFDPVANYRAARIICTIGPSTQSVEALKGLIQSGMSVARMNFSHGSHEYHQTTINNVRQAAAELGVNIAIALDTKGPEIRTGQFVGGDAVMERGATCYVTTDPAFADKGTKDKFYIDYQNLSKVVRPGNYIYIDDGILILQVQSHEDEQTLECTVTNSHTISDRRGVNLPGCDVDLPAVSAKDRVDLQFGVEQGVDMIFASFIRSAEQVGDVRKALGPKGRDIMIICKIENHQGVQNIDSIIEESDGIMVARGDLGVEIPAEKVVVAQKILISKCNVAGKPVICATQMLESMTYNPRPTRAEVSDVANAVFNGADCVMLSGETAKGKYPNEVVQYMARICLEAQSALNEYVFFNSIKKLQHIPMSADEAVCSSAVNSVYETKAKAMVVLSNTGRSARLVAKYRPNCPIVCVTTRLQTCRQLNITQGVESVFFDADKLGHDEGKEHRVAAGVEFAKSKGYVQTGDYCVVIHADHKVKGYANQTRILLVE
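In 50 mM imidazole pH 7.2 with 7 mM MgCl2, LmPK (0.1 nM) turned over PEP (0.5 mM) and ADP (0.1 mM) for 1 h at room temperature. Luciferase read-out of ATP.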
Pf growth 48h = P. falciparum growth inhibition at 48 hours (one generation) | P. falciparum luciferase growth in erythrocytes, 48 h | 310,000 tested, 5.9% active | AID 504832 | Potency, µM (titrated, usually from 28.7 µM), for the others: at the top dose activity change, negative = inhibition, actives largely listed as inhibitors
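Firefly luciferase activity from engineered P. falciparum reports growth; inhibitors lower the luminescent signal. Cultures contained 2% hematocrit erythrocytes at 0.1% final parasitemia.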
Pf growth 96h = P. falciparum growth inhibition at 96 hour, primary screen for plastid delayed-death inhibitors; Potency, µM (titrated, usually from 28.7 µM), inactives show at the top dose activity change, negative = inhibition, hits mostly inhibitors; 320,000 tested, 6.9% active; P. falciparum luciferase reporter growth, 96 h
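Readout is luminescence from an integrated firefly luciferase in P. falciparum. Red cells, 2% hematocrit and 0.05% parasitemia final, were cultured with compound through two parasite generations (96 hours) at 37 C, 5% CO2.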
Active calls of the source: *; ? = inconclusive; . = no result given; & = joins results of further samples; [ ] = another dose, or the depositor's remark. The call rests on the fitted dose curve; in most records, active means well fitted curve in the direction sought with a large enough effect; inconclusive means small, poorly fitted or top-dose-only effect, or another doubt; inactive means no such curve, though single readings can be large; an effect the other way counts as inactive or inconclusive. On the % scale 0 is the no-effect control and ±100 the full control effect; potency means the concentration at half of the fitted maximal effect.

1. O=C(CC(NS(=O)(=O)c1ccc(Cl)cc1)c1ccco1)N1CCc2ccccc21 (configuration not stated)
2. CC(=O)CCC(=O)OCC(=O)c1ccc(C(F)(F)F)cc1
3. CC1CCN(Cc2cc(=O)oc3cc4c(cc23)CCCC4)CC1
4. COc1ccc(/C=C(/NC(=O)c2ccc(C)cc2)C(=O)NCC2CCCO2)cc1 (configuration not stated)
5. CN=C1SC(CC(=O)Nc2c(C)cccc2C)C(=O)N1/N=C/c1cccs1 (configuration not stated)

| assay / entry | 1 | 2 | 3 | 4 | 5 |
| --- | --- | --- | --- | --- | --- |
| Pf growth 48h | ? | ? | ? | ? | -9% |
| Pf growth 96h | . | -10% | -28% | 8% | 2% |
| TbPYK inhibitor | 0% | -1% | 2% | 0% | -5% |
| Sm TGR block | -34% | 119%[activator] | 0% | -4% | -2% |
| HCV inh | -6% | 11% | 13% | 20% | 2% |
| LmPK inh | 10% | 4% | 5% | 2% | 2% |

6. COc1cccc(OCCOCCN(C)CCO)c1
7. Cn1cccc1C(=O)NCc1ccc(Cl)cc1
8. Cc1cc(O)c(/C=N/Nc2cccc(Cl)c2)c(=O)o1
9. O=C(Nc1nnc(-c2ccncc2)o1)c1ccc2ccccc2c1
10. CC1(C)CC(=O)C2=C(C1)O[C@@]1(c3ccsc3)Cc3cc(C#N)ccc3C2O1

| assay / entry | 6 | 7 | 8 | 9 | 10 |
| --- | --- | --- | --- | --- | --- |
| Pf growth 48h | 6% | 6% | -4% | 27% | 1.5µM* |
| Pf growth 96h | 4% | 40%[activator] | 17% | ? | ? |
| TbPYK inhibitor | -10% | -5% | 7% | 1% | . |
| Sm TGR block | -30% | -15% | 0% | -6% | ? |
| HCV inh | ? | 11% | -10% | 10% | . |
| LmPK inh | 1% | 0% | -3% | 0% | -5%[11.5 µM] |

11. O=C(NCCNS(=O)(=O)c1ccccc1Cl)c1cc(OCC(F)(F)F)ccc1OCC(F)(F)F
12. O=C(Nc1ccccc1)Nc1ccccn1
13. Nc1cccc(Oc2cnccn2)c1
14. CS(=O)(=O)c1ccc(Cl)c(NC(=O)Cc2ccccc2F)c1
15. CC(C)OC(=O)c1nnc(-c2ccccc2)nc1OC(C)C

| assay / entry | 11 | 12 | 13 | 14 | 15 |
| --- | --- | --- | --- | --- | --- |
| Pf growth 48h | ? | 147%&154%[activator] | . | 44%[activator] | ? |
| Pf growth 96h | 12µM* | 77%[activator] | 0% | 0% | 14% |
| TbPYK inhibitor | 3% | -5% | -1% | -7% | -4% |
| Sm TGR block | 8% | -1%&-2% | 31% | 5% | -12% |
| HCV inh | 3% | 8%&-1% | 12% | 14% | ? |
| LmPK inh | -1% | -10%&-9% | 0% | 2% | 3% |

16. CCOC(=O)/C(=C/C=C1\Sc2cc(C)c(C)cc2N1CC)C(C)=O
17. O=C(COc1ccc2c3c(c(=O)oc2c1)CCC3)NCCN1CCOCC1
18. Cc1ccc(NC(=O)c2cccc(S(=O)(=O)N(C)c3ccccc3)c2)cc1S(=O)(=O)N1CCOCC1
19. COc1ccc(C(C(=O)NC2CCCC2)N(CCCO)C(=O)Cn2nnc(-c3ccc(C)o3)n2)cc1 (configuration not stated)
20. CNC(=S)NNc1nc(C)cc(C)n1

| assay / entry | 16 | 17 | 18 | 19 | 20 |
| --- | --- | --- | --- | --- | --- |
| Pf growth 48h | ? | 10% | ? | ? | -14%[5.75 µM] |
| Pf growth 96h | 1% | 6% | 12µM* | 3.7µM* | 79%[activator] |
| TbPYK inhibitor | -3% | 5% | 1% | -5% | 5% |
| Sm TGR block | 45µM* | -10% | 1% | -11% | 5% |
| HCV inh | 11µM* | 9% | 4µM* | -3% | 16% |
| LmPK inh | 5% | 7% | 0% | 1% | 1% |

21. COC(=O)Cn1c(=NC(=O)CSCC(=O)Nc2cc(C)on2)sc2cc(C(=O)OC)ccc21
22. Cc1cccc(NC(=S)NC(NC(=O)OCc2ccccc2)C(Cl)(Cl)Cl)c1 (configuration not stated)
23. COc1cccc(CN(Cc2ccco2)C(c2ccc(F)cc2)c2nnnn2C(C)(C)C)c1 (configuration not stated)
24. Cc1ccccc1N1CC(C(=O)Nc2ccc(S(=O)(=O)N3CCCC3)cc2)CC1=O (configuration not stated)
25. Cc1cc(Cl)ccc1NNC(=O)CCc1ccccc1

| assay / entry | 21 | 22 | 23 | 24 | 25 |
| --- | --- | --- | --- | --- | --- |
| Pf growth 48h | 26% | -7% | 1.7µM* | ? | ? |
| Pf growth 96h | 32%[activator] | -12% | ? | 10% | ? |
| TbPYK inhibitor | 2% | -14% | 9% | 0% | -2% |
| Sm TGR block | -3% | 6% | 50µM* | 1% | 5% |
| HCV inh | 8% | -28% | ? | -8% | -25% |
| LmPK inh | 4% | 0% | -5% | . | 1% |

26. COc1ccc(NC(=O)CCSc2nnc(C)s2)cc1
27. Fc1ccccc1Oc1nc(-c2ccncc2)nc2ccccc12
28. O=C1CC2(CCN(S(=O)(=O)c3ccccc3)CC2)Oc2ccccc21
29. Cc1ccc(-n2c(CCc3ccccc3)nnc2SCC(=O)NCc2ccccc2)cc1C
30. Nc1c(-c2ccc(F)cc2)cnn1C1CCS(=O)(=O)C1 (configuration not stated)

| assay / entry | 26 | 27 | 28 | 29 | 30 |
| --- | --- | --- | --- | --- | --- |
| Pf growth 48h | 20% | ? | 11% | . | 1% |
| Pf growth 96h | ? | 3.3µM* | -8% | 10% | -2% |
| TbPYK inhibitor | -3% | 3% | -7% | -3% | 6% |
| Sm TGR block | 2% | -3% | 5% | 0% | -6% |
| HCV inh | 8% | 0.56µM* | 2% | -13% | 8% |
| LmPK inh | -6% | 1% | . | 9% | 3% |

31. CC(C)(C)c1cc(C(=O)N/N=C/c2ccc(O)cc2)n(-c2ccccc2)n1
32. O=C(Nc1cccc(-c2nnc(-c3ccccc3)o2)c1)c1ccc(Br)o1
33. Cc1ccc(N(CN2C(=O)C3CC=CCC3C2=O)C(=O)c2ccco2)cc1Cl (configuration not stated)
34. CC(=O)Nc1ccc(NC(=O)C(c2ccccc2)c2ccccc2)cc1
35. CC[n+]1ccc(C)c2cc(SC(F)(F)F)ccc21

| assay / entry | 31 | 32 | 33 | 34 | 35 |
| --- | --- | --- | --- | --- | --- |
| Pf growth 48h | 9.3µM* | 14% | -30% | -6% | ? |
| Pf growth 96h | -8% | 24% | 15% | ? | 0% |
| TbPYK inhibitor | -15% | 1% | -15% | 1% | 0% |
| Sm TGR block | -1% | -4% | -30% | 16% | -8% |
| HCV inh | -2% | -21% | 1% | -9% | -14% |
| LmPK inh | 0% | -7% | 4% | 2% | -1% |

36. Cc1cccc(C(=O)OCC(=O)c2c(N)n(CC(C)C)c(=O)n(C)c2=O)c1[N+](=O)[O-]
37. COc1ccc2c(c1OC)C(=O)N(c1ccc(C)cc1)C2=O
38. Cc1ccc(C)c(N2CCN(CC3CCCCC3)CC2)c1
39. CCOc1ccc(NC(=O)C(c2ccccn2)N(C(=O)CCl)c2ccc(F)cc2)cc1 (configuration not stated)
40. CCN1CC2([N+](=O)[O-])CC=C(Cl)C([N+](=O)[O-])(C1)C2 (configuration not stated)

| assay / entry | 36 | 37 | 38 | 39 | 40 |
| --- | --- | --- | --- | --- | --- |
| Pf growth 48h | 3% | 20% | -7% | ? | 9% |
| Pf growth 96h | 12% | -4% | ? | 347%[activator] | 21% |
| TbPYK inhibitor | -4% | 4% | -2% | -9% | 2% |
| Sm TGR block | 0% | . | 0% | -35% | 5% |
| HCV inh | 14µM* | -10% | 9% | 0% | 23% |
| LmPK inh | . | 1% | -3% | 2% | 3% |

41. CCn1c(SCCC(=O)Nc2ccccc2)nnc1-c1ccc(OC)cc1
42. Cc1ccc(N2CCN(C(=S)c3ccc(-c4cccc([N+](=O)[O-])c4)o3)CC2)cc1
43. Nc1ccc2nc(SCc3cccc(F)c3)sc2c1
44. O=C(COC(=O)c1cccnc1Cl)Nc1cc(S(=O)(=O)N2CCCCC2)ccc1Cl
45. OC(CN1CCN(Cc2ccc3c(c2)OCO3)CC1)c1c[nH]c2ccccc12 (configuration not stated)

| assay / entry | 41 | 42 | 43 | 44 | 45 |
| --- | --- | --- | --- | --- | --- |
| Pf growth 48h | -15% | -5% | 303%[activator] | -1% | ? |
| Pf growth 96h | . | -19% | 2% | 4% | 5% |
| TbPYK inhibitor | -9% | -15% | 3% | -1% | 2% |
| Sm TGR block | -18% | -1% | 7% | 10% | -17% |
| HCV inh | ? | -17% | -5% | 4% | ? |
| LmPK inh | 2% | -2% | -8%[11.5 µM] | -6% | 2% |

46. O=C(NNC(=O)c1ccc([N+](=O)[O-])cc1Cl)c1ccncc1
47. Cc1cc(OC(=O)c2c(F)cc(F)cc2F)nc(C)n1
48. COc1cc(C(=O)OCC(=O)Nc2ccc(C)cc2)cc(OC)c1OC
49. CCOC(=O)Cn1cnc2c(nnn2-c2ccccc2)c1=O
50. COc1ccccc1CNC(=O)[C@H](Cc1c[nH]c2ccccc12)NC(=O)[C@@H]1Cc2ccccc2CN1

| assay / entry | 46 | 47 | 48 | 49 | 50 |
| --- | --- | --- | --- | --- | --- |
| Pf growth 48h | 25% | ? | . | 27% | ? |
| Pf growth 96h | 5% | 55%[activator] | 0% | 23% | 10µM* |
| TbPYK inhibitor | -1% | 1% | -3% | 0% | -1% |
| Sm TGR block | -10% | -25% | 11% | 2% | -8% |
| HCV inh | 10% | 3% | ? | 15% | -26% |
| LmPK inh | -1% | 6% | -1% | -3% | 6% |

51. COc1ccc(N2CCN(C(=O)C3CCC(Cn4c(=S)[nH]c5ccccc5c4=O)CC3)CC2)cc1 (configuration not stated)
52. O=c1c2ccsc2ncn1Cc1cccc(C(F)(F)F)c1
53. O=C(C1CCN(S(=O)(=O)c2ccc(-n3cnnn3)cc2)CC1)N1CCN(c2ccccc2)CC1
54. O=c1[nH]c(=S)[nH]c2sccc12
55. COc1ccccc1NC(=O)CSc1nnc(-c2ccccn2)o1

| assay / entry | 51 | 52 | 53 | 54 | 55 |
| --- | --- | --- | --- | --- | --- |
| Pf growth 48h | ? | -12% | ? | 20% | 159%[activator] |
| Pf growth 96h | 15% | ? | 0% | -16% | 19% |
| TbPYK inhibitor | -7% | -11% | 0% | -21% | 2% |
| Sm TGR block | 0% | 11% | -4% | 34%[activator] | 0% |
| HCV inh | 1µM* | 0% | 17%&0% | 9% | ? |
| LmPK inh | 1% | 1% | 2% | 6% | 0% |

56. Cc1cccnc1CCNC(=O)CCc1nnc(CCc2ccccc2)o1
57. COc1cccc(C2C(C(=O)c3cccs3)=C(O)C(=O)N2CCCn2ccnc2)c1OC (configuration not stated)
58. CCOc1ccccc1Nc1ncccc1C(=O)O
59. COc1cc2[nH]c(=O)n(CCCCCC(=O)N3CCN(c4ccccn4)CC3)c(=O)c2cc1OC
60. COC(=O)c1cc(S(=O)(=O)N2CCN(C3CCCCC3)CC2)c[nH]1

| assay / entry | 56 | 57 | 58 | 59 | 60 |
| --- | --- | --- | --- | --- | --- |
| Pf growth 48h | 3% | 17% | . | . | 23% |
| Pf growth 96h | ? | . | 1% | 18% | 27% |
| TbPYK inhibitor | -6% | . | -11% | -6% | 0% |
| Sm TGR block | 1% | -13% | -4% | -9% | 4% |
| HCV inh | 15% | . | 15% | -13% | -11% |
| LmPK inh | -12% | -2% | 7% | 2% | -7% |
